# Bioassay records from PubChem BioAssay.
# PGK inhibitor – inhibitors of T. brucei phosphoglycerate kinase | P07378 | PGK/GAPDH coupled, Kinase-Glo luminescence, 60 min | Potency, µM (titrated, usually from 57.5 µM), inactives show top-dose activity change, negative = inhibition, hits mostly inhibitors | 380,000 compounds, 0.043% hits; note: potency is the fitted concentration of half-maximal effect; % is set by controls: 0 for no effect and ±100 for the full control effect; nearly all actives have a fitted effect of over 60% in size
#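 Recombinant glycosomal PGK reaction used 1,3-bisphosphoglycerate generated in-well by GAPDH (100nM final) in 100mM TEA pH 7.6, 5mM MgCl2, 0.01% Tween-20. After 60 minutes at room temperature, ATP was read by Kinase-Glo Plus luminescence end-point.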
# POLH inh – blocks human DNA polymerase eta activity; Potency, µM (series often up to 114 µM), for inactives: at the top dose activity change, negative = inhibition, actives largely listed as inhibitors; 390,000 compounds, 1.2% hits; Q9Y253; recombinant Pol eta, fluorescent DNA replication assay; note: potency is the fitted concentration of half-maximal effect; % is set by controls: 0 for no effect and ±100 for the full control effect
#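 Pol eta (10 nM) was preincubated with compounds for 15 min at room temperature, after which fluorescent replication substrate (50 nM final) was added to start the reaction. Fluorescence was read kinetically at 0 and 10 min.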
# RXFP1 antagonist – RXFP1 (human) relaxin receptor antagonism. AID 1259400. Q9HBX9. activity change, negative = inhibition, % at 57.5 µM. HEK293-RXFP1, relaxin-stimulated cAMP HTRF, 30 min; hits give low values. 350,000 compounds, 0.59% hits;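 active = activity change of -60% or lower, but not beyond a set lower limit; inconclusive = change between -60% and -40%, or beyond the set limit; inactive = change above -40%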; note: % is set by controls: 0 for no effect and ±100 for the full control effect
# Anesthetic bind – binds horse apoferritin like a general anesthetic | P02791 | apoferritin/1-aminoanthracene competitive binding, fluorescence | Potency, µM (highest dose often 77.5 µM), for the others: top-dose activity change, negative = displacement, hits mostly inhibitors | 350,000 compounds, 0.074% hits | AID 485281; note: potency is the fitted concentration of half-maximal effect; % is set by controls: 0 for no effect and ±100 for the full control effect; nearly all actives have a fitted effect of over 20% in size
#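 Apoferritin-based anesthetic binding model; compound displacement of fluorescent 1-AMA measured as endpoint fluorescence after 10 minutes at room temperature, scaled to free-ligand and complex controls.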
# POLI inh – blocks human DNA polymerase iota activity; Q9UNA4; Pol iota fluorescent replication assay, 10 min; Potency, µM (doses to about 115 µM), for the others: at the highest dose activity, negative = inhibition, usual class: inhibitors; 390,000 compounds, 1% hits; AID 588590; note: potency is the fitted concentration of half-maximal effect
# Target sequence (Q9UNA4 whole entry, looked up): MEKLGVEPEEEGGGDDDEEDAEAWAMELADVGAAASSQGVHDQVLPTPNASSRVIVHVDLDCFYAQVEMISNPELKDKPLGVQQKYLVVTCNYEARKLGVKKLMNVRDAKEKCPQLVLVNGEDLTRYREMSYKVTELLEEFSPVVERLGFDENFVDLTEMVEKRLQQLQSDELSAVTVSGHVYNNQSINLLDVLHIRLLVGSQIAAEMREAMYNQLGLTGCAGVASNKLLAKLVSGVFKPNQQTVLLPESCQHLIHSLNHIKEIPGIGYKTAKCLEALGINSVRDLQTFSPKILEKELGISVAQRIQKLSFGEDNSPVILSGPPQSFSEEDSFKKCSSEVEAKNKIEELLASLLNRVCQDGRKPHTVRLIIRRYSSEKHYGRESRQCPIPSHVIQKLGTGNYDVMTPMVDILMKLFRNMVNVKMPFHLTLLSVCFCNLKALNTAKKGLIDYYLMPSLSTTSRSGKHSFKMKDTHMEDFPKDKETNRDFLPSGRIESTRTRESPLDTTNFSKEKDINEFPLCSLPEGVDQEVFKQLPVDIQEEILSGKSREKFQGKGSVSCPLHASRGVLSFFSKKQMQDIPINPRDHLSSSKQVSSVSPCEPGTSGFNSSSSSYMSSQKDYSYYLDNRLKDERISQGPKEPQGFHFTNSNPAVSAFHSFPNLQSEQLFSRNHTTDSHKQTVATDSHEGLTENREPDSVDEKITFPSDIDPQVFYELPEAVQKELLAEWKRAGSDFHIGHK
#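 Pol iota at 10 nM preincubated 15 min with compounds at room temperature; reaction started with fluorescent substrate, 50 nM final. Fluorescence read kinetically at 0 and 10 min; buffer-only wells as negative control.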
# Pol beta inh – blocks human DNA polymerase beta activity; P06746; Pol beta primer extension/strand displacement, fluorescence kinetic; Potency, µM (doses to about 114 µM), for the others: top-dose activity change, negative = inhibition, actives largely listed as inhibitors; 340,000 compounds, 1.3% hits; AID 485314; note: potency is the fitted concentration of half-maximal effect; % is set by controls: 0 for no effect and ±100 for the full control effect
#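 Human Pol beta at 10 nM; strand-displacement substrate 50 nM final. Compound exposure 15 min at room temperature before start, reaction 10 min at room temperature.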
# APEX1 inh – inhibitors of human APE1 endonuclease | recombinant APE1, TAMRA/BHQ-2 abasic DNA cleavage fluorescence | 350,000 compounds, 0.35% hits | AID 2517 | Potency, µM (series often up to 65.8 µM), for inactives: at the highest dose activity change, negative = inhibition, actives largely listed as inhibitors | P27695;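 note: potency is the fitted concentration of half-maximal effect; plate controls were vehicle for no effect and reference inhibitor for full effect; nearly all actives have a fitted effect of over 55% in size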
# Target sequence (P27695 whole entry, looked up): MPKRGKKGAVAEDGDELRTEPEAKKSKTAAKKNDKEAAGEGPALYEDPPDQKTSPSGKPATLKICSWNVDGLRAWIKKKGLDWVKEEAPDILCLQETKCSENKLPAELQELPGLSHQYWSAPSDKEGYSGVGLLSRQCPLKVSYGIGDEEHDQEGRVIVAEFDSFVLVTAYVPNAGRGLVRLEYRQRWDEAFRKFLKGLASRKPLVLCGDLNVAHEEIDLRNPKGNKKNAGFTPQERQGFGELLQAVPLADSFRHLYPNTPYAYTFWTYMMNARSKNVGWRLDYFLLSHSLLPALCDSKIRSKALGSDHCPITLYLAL
#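 0.75 nM APE1 + cpd, 15 min RT; start w/ 50 nM TAMRA/BHQ-2 THF-abasic dsDNA; kinetic fluor 525/598 nm ×3 reads @60 s; Δ(read3−read1); normalized to DMSO and NSC13755 control wells.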
# POLK inh – inhibitors of human DNA polymerase kappa. purified Pol kappa, fluorescent DNA synthesis assay, 10 min. Potency, µM (highest dose often 107 µM), without a hit: top-dose activity, negative = inhibition, usual class: inhibitors. AID 588579. 400,000 compounds, 0.53% hits; note: potency is the fitted concentration of half-maximal effect; % is set by controls: 0 for no effect and ±100 for the full control effect
#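 Kinetic fluorescence screen: compound preincubated 15 min RT with 10 nM enzyme; 50 nM substrate (final) initiates; reads at 0/10 min.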
# BLM helicase inh – blocks DNA unwinding by human BLM helicase; Potency, µM (doses to about 56.1 µM), for the others: top-dose activity change, negative = inhibition, usual class: inhibitors; 350,000 compounds, 0.2% hits; P54132; recombinant BLM DNA unwinding, fluorescence dequenching;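 note: potency is the fitted concentration of half-maximal effect; plate controls were vehicle for no effect and no enzyme for full effect; nearly all actives have a fitted effect of over 35% in size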
# An asterisk follows results filed as active; i = inactive; ? = inconclusive; . = not tested or not shown; [ ] = remark or other dose. Unless noted, calls come from the whole dose curve; as a rule, active = well fitted curve in the direction sought with a large enough effect; inconclusive = small, poorly fitted or top-dose-only effect, or another doubt; inactive = no such curve, though single readings can be large; an effect the other way counts as inactive or inconclusive. Not all compounds are listed; the hit share may differ from the screen's.
# Start of the data: the first 17 records, to show the layout:
SMILES,PGK inhibitor,POLH inh,RXFP1 antagonist,Anesthetic bind,POLI inh,Pol beta inh,APEX1 inh,POLK inh,BLM helicase inh
CCN(CC)c1nc(Oc2ccc(C(=O)OC)cc2)nc(N2CCOCC2)n1,0%,-18%,0,-8%,32%,17%,22%,6%,-10%
O=C(Nc1ccccc1)N1CC=C(c2ccc(F)cc2)CC1,8%,-16%,-1,-11%,11%,11%,3%,-16%,-1%
O=C(CC1(O)C(=O)N(Cc2cccc3ccccc23)c2ccccc21)c1cccnc1 (stereo not given),-3%,0%,-12,?,-12%,2%,1%,0%,0%
Cc1ccc(-c2nc3cc(N)ccc3o2)cc1,7%,-26%,8,-1%,23%,-4%,-2%,-7%,3%
COc1cccc(C2C=C(Nc3ccccc3)C(=O)N2c2ccccc2)c1 (stereo not given),-10%,-7%,-14,-3%,1%,0%,-4%,0%,-7%
CCCCCN(C(=O)CCC(=O)OCC(=O)c1c(C)cc(C)cc1C)c1c(N)n(CCCC)c(=O)[nH]c1=O,3%,-22%,0,.,49%[activator],.,20%,-4%,.
COCCc1nn2c(=O)cc(COC(=O)c3ccc4c(c3)OCO4)nc2s1,-11%,-13%,8,?,-25%,?,.,-14%,-7%
Cc1ccc(CNc2ccc(-c3nc(-c4ccco4)no3)cc2[N+](=O)[O-])cc1,-1%,-12%,.,-12%,-5%,32%,.,8%,-4%
O=C(CN1C(=O)NC2(CCCCCC2)C1=O)N1CCN(S(=O)(=O)c2ccccc2)CC1,6%,-1%,-3,-14%,-12%,-2%,-1%,-7%,-4%
CCOC(=O)Cc1csc(NC(=O)c2ccc(Br)o2)n1,-9%,-13%,1,-10%,17%,-21%,-2%,-8%,0%
CCCCOc1ccc(-c2nnn(C(C)C(=O)OCC)n2)cc1 (stereo not given),-6%,-11%,-12,5%,-5%,-19%,-3%,-11%,-9%
Cc1ccc(-c2nnc(SCC(=O)Nc3nccs3)n2N)cc1,-4%,-3%,-3,2%,31%[activator],-13%,2%,-3%,-1%
O=C(O)C1CCCN1C(=O)OCc1ccccc1 (stereo not given),-6%,-1%,-18,-5%,1%,23%,0%,-3%,-1%
COc1cc(NC(=O)CN(C)S(=O)(=O)c2ccc3c(c2)CCC(=O)N3)cc(OC)c1,0%,-6%,.,-4%,-1%,0%,-2%,-9%,0%
COc1ccc(N2CCN(C(=O)c3cc4c(-c5ccc(Cl)cc5)nn(C)c4s3)CC2)cc1,-1%,-8%,.,-6%,40%[activator],1%,-4%,-1%,-6%
Cc1ccc(NC(=S)NNc2ccc(C(=O)O)cc2[N+](=O)[O-])cc1C,?,-5%,?,.,?,.,.,-7%,.
O=C(NNC(=O)c1cc2ccccc2o1)c1ccncc1,-6%,-25%,-1,.,22%,.,54%[activator],7%,.

# Results, previewed entries included:
SMILES,PGK inhibitor,POLH inh,RXFP1 antagonist,Anesthetic bind,POLI inh,Pol beta inh,APEX1 inh,POLK inh,BLM helicase inh
CCN(CC)c1nc(Oc2ccc(C(=O)OC)cc2)nc(N2CCOCC2)n1,0%,-18%,0,-8%,32%,17%,22%,6%,-10%
O=C(Nc1ccccc1)N1CC=C(c2ccc(F)cc2)CC1,8%,-16%,-1,-11%,11%,11%,3%,-16%,-1%
O=C(CC1(O)C(=O)N(Cc2cccc3ccccc23)c2ccccc21)c1cccnc1 (stereo not given),-3%,0%,-12,?,-12%,2%,1%,0%,0%
Cc1ccc(-c2nc3cc(N)ccc3o2)cc1,7%,-26%,8,-1%,23%,-4%,-2%,-7%,3%
COc1cccc(C2C=C(Nc3ccccc3)C(=O)N2c2ccccc2)c1 (stereo not given),-10%,-7%,-14,-3%,1%,0%,-4%,0%,-7%
CCCCCN(C(=O)CCC(=O)OCC(=O)c1c(C)cc(C)cc1C)c1c(N)n(CCCC)c(=O)[nH]c1=O,3%,-22%,0,.,49%[activator],.,20%,-4%,.
COCCc1nn2c(=O)cc(COC(=O)c3ccc4c(c3)OCO4)nc2s1,-11%,-13%,8,?,-25%,?,.,-14%,-7%
Cc1ccc(CNc2ccc(-c3nc(-c4ccco4)no3)cc2[N+](=O)[O-])cc1,-1%,-12%,.,-12%,-5%,32%,.,8%,-4%
O=C(CN1C(=O)NC2(CCCCCC2)C1=O)N1CCN(S(=O)(=O)c2ccccc2)CC1,6%,-1%,-3,-14%,-12%,-2%,-1%,-7%,-4%
CCOC(=O)Cc1csc(NC(=O)c2ccc(Br)o2)n1,-9%,-13%,1,-10%,17%,-21%,-2%,-8%,0%
CCCCOc1ccc(-c2nnn(C(C)C(=O)OCC)n2)cc1 (stereo not given),-6%,-11%,-12,5%,-5%,-19%,-3%,-11%,-9%
Cc1ccc(-c2nnc(SCC(=O)Nc3nccs3)n2N)cc1,-4%,-3%,-3,2%,31%[activator],-13%,2%,-3%,-1%
O=C(O)C1CCCN1C(=O)OCc1ccccc1 (stereo not given),-6%,-1%,-18,-5%,1%,23%,0%,-3%,-1%
COc1cc(NC(=O)CN(C)S(=O)(=O)c2ccc3c(c2)CCC(=O)N3)cc(OC)c1,0%,-6%,.,-4%,-1%,0%,-2%,-9%,0%
COc1ccc(N2CCN(C(=O)c3cc4c(-c5ccc(Cl)cc5)nn(C)c4s3)CC2)cc1,-1%,-8%,.,-6%,40%[activator],1%,-4%,-1%,-6%
Cc1ccc(NC(=S)NNc2ccc(C(=O)O)cc2[N+](=O)[O-])cc1C,?,-5%,?,.,?,.,.,-7%,.
O=C(NNC(=O)c1cc2ccccc2o1)c1ccncc1,-6%,-25%,-1,.,22%,.,54%[activator],7%,.
c1ccc(-c2c[n+]3c(n2-c2ccccc2)SCC3)cc1,2%,10%,-22,2%,-12%,-25%,5%,-20%,-2%
Cc1cccc2c1N(C(=O)CN1C(=O)c3ccccc3C1=O)C(C)(C)c1ssc(=S)c1-2,-10%,-20%,14,-9%,14%,52%,6%,-5%,-5%
COc1ccc2c(c1)c(=O)c(C(=O)c1ccc(Cl)cc1)cn2CC(=O)Nc1ccc(F)cc1,-2%,-4%,.,-9%,?,0%,?,-27%,-3%
Cc1ccc(C(NC(N)=O)c2ccccc2)cc1 (stereo not given),-2%[11.5 µM],0%,-16,-3%,2%,14%,-2%,-8%,-9%
COC(=O)C1CCN(C(=O)Cn2nnc(-c3ccccc3)n2)CC1,7%,-3%,?,-5%,-21%,-10%,37%,-11%,-1%
Cc1ccc([N+](=O)[O-])c(NC2OC(CO)C(O)C2O)c1 (stereo not given),-6%,-3%,-19,-9%,73%[activator],23%,-6%,-2%,-1%
COCCn1c(C)c(C(=O)O)sc1=S,0%,-17%,4,2%,11%,4%,10%,-11%,1%
Cn1c(=O)c2c(-c3ccccc3Cl)n(Cc3ccc(Cl)cc3)cc2n(C)c1=O,-4%,-4%,-18,-3%,?,?,.,11%,-4%
CCOC(=O)c1c(NCCN(C)C)c2ccccc2[nH]c1=O,i,-11%,10,-2%,-7%,-3%,-4%,-7%,0%
COc1ccc(-c2ccc(N)[n+](CCCC(=O)O)n2)cc1,2%,-2%[57.1 µM],.,-9%[29.3 µM],-8%[58.9 µM],-9%[57.1 µM],-1%,7%[60.1 µM],4%[21.4 µM]
O=C(CCCCCN1C(=O)c2cccc3cccc(c23)C1=O)NC1CCS(=O)(=O)C1 (stereo not given),i,-10%,4,-10%,23%,-16%,-11%,14%,-6%
O=C1CCCCC1Sc1ccc(Cl)cc1[N+](=O)[O-] (stereo not given),i,-17%,-11,.,?,.,.,-5%,.
Cc1cc(-n2cnnn2)cc(C)c1S(=O)(=O)NCCOc1ccccc1,-7%,-19%,9,-12%,19%,11%,46%[activator],-1%,-1%
O=Cc1ccc(-c2cc(Cl)ccc2Cl)[nH]1,-1%,-5%,-11,-18%,6%,55%,14%,-3%,-4%
CSCc1ccc(C(=O)NC2CC(C)(C)Cc3c2cnn3-c2ccc(F)cc2)o1 (stereo not given),-9%,-25%,0,-18%,43%[activator],21%,18%,-3%,-6%
O=[N+]([O-])/C(C(Cl)=C(Cl)Cl)=C(\Nc1ccc(F)cc1)n1cncn1,.,.,.,-5%,.,14%,-2%,.,-3%
COC(=O)c1ccc(NC(=O)CN2CCN(c3ccccn3)CC2)cc1,7%,-25%,-4,-8%,-8%,10%,-1%,4%,-1%
Cc1csc(NC(=O)CCCNC(=O)c2ccc(Cl)cc2)n1,-9%,-7%,0,.,10%,.,5%,-3%,.
CC(NC(=O)COC(=O)/C=C/c1ccco1)c1ccccc1 (stereo not given),?,?,4,-17%,?,4%,9%,-30%,-5%
Cn1c(=O)c2c(SCC(=O)N3CCCC3)nc(CC(C)(C)C)nc2n(C)c1=O,i,-7%,0,-7%,38%,?,-5%,4%,-1%
N[C@H](CSCc1ccccc1)C(=O)Nc1ccc([N+](=O)[O-])cc1,-2%,-5%,-25,-15%,4%,-19%,64%[activator],-10%,-5%
CCOC(=O)c1c(NC(=S)NCC2CCCO2)sc(C)c1C (stereo not given),-5%,-16%,-13,10%,43%[activator],-24%,-4%,-5%,-2%
CCc1cc(=O)oc2cc(OCc3nn[nH]n3)ccc12,0%,-9%,-4,2%,3%,41%,8%,-11%,-5%
CCCCC/C=N\NC(=O)Cc1ccc([N+](=O)[O-])cc1,i,-17%,-3,-22%,18%,106%,0%,4%,-1%
CCOC(=O)c1ccc(N/C=C\C(=O)c2cccc(OC)c2)cc1,-2%,-4%,.,-1%,0%,20%,0%,-11%,-1%
